High-throughput results (PubChem)
LYPLA2 counter: blocks human lysophospholipase 2, a PME1 counter-screen | recombinant LYPLA2, FP-Rh probe fluorescence polarization | 320,000 tested, 0.38% active | AID 2177 | O95372 | inhibition, % at 5.9 µM;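 active = inhibition above the screen-wide mean plus 3 SD, limit set per campaign, cut at about 26% in these data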;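 note: 0% = LYPLA2 with DMSO and 100% = wells lacking LYPLA2 enzyme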
Target sequence (O95372 whole entry, looked up): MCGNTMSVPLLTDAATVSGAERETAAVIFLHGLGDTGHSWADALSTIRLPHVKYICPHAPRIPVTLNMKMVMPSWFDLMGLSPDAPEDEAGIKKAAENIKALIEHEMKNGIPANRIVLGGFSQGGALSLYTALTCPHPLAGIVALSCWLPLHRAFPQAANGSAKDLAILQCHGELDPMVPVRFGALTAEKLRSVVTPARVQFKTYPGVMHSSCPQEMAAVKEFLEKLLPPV
PAFAH1B2 FP inh: blocks human PAF acetylhydrolase 1b catalytic subunit 2 | P68402 | recombinant PAFAH1B2, FP-rhodamine activity probe, fluorescence polarization | inhibition, % at 3.39 µM | 340,000 tested, 1.2% active | AID 492953;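 active = inhibition above the mean of all tested compounds plus 3 SD, cut at about 24% in these data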;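 note: 0% = enzyme with DMSO and 100% = wells lacking PAFAH1B2; many of its hits are not listed in these tables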
PREPL inh: human PREPL enzyme inhibition; recombinant PREPL, fluorescence polarization activity-based probe; inhibition, % at 5.96 µM; 320,000 tested, 0.68% active; in the data active = inhibition above about 43%;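 note: 0% = enzyme with DMSO and 100% = wells lacking enzyme; many of its hits are not listed in these tables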
PAD4 inh: inhibitors of human PAD4. inhibition, % at 6.36 µM. Q9UM07. AID 485272. 330,000 tested, 0.41% active. recombinant PAD4, RCA probe fluorescence polarization;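 active = percent inhibition above a cutoff equal to the mean of all tested compounds plus 3 SD, cut at about 15% in these data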;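 note: 0% = PAD4 with RCA probe and DMSO and 100% = probe without PAD4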
Target sequence (Q9UM07 whole entry, looked up): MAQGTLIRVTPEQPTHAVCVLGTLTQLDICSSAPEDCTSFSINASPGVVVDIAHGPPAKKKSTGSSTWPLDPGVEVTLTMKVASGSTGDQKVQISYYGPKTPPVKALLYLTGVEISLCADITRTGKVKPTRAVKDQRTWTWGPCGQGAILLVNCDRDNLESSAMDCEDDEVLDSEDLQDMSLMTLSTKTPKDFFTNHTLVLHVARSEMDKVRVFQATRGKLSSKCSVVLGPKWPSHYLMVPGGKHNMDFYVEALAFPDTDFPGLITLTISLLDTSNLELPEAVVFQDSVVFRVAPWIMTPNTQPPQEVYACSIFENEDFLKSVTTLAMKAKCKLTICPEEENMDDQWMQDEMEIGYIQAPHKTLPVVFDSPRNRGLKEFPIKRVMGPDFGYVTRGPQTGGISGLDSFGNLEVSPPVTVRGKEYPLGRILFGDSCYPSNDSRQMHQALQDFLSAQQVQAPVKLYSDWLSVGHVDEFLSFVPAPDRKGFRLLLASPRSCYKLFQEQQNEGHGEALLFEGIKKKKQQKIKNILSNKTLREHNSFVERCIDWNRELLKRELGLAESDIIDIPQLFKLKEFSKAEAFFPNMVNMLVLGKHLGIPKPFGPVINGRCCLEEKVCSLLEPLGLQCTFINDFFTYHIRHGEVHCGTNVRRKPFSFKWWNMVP
PAFAH2 FP inh: inhibitors of human PAFAH2; Q99487; recombinant PAFAH2, FP-rhodamine activity probe, fluorescence polarization; inhibition, % at 3.39 µM; 340,000 tested, 0.99% active; AID 492956;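 active = inhibition above the mean over all tested compounds plus 3 SD, cut at about 30% in these data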;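 note: inhibitors block probe labeling of enzyme so polarization drops; 0% = enzyme with DMSO and 100% = wells lacking PAFAH2 protein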
GSTO1 counter: counter-screen for RBBP9 inhibitors: inhibitors of human GSTO1. P78417. recombinant GSTO1, activity-based probe fluorescence polarization. inhibition, % at 5.96 µM. 300,000 tested, 1.1% active. AID 1974;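 active = inhibition above the campaign mean inhibition plus 3 SD, cut at about 35% in these data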;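 note: 0% = GSTO1-1 with DMSO and 100% = wells lacking GSTO1-1 enzyme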
LYPLA1 counter: counter-screen for PME1 inhibitors: inhibitors of human LYPLA1; O75608; recombinant LYPLA1, FP-Rh probe fluorescence polarization; inhibition, % at 5.9 µM; 320,000 tested, 0.16% active; AID 2174;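 active = inhibition above the mean of all tested compounds plus 3 SD, set per campaign, cut at about 14% in these data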;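 note: inhibitors block serine hydrolase probe labeling of LYPLA1 so polarization falls; 0% = enzyme with DMSO and 100% = wells lacking LYPLA1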
Target sequence (O75608 whole entry, looked up): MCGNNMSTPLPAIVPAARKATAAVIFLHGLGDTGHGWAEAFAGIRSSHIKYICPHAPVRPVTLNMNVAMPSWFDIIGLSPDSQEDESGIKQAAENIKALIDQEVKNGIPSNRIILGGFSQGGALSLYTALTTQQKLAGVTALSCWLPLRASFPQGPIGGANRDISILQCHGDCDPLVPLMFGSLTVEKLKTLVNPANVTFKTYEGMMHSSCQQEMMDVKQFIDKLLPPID
PAFAH1B3 inh: PAFAH1B3 (human) inhibition; 340,000 tested, 0.28% active; inhibition, % at 3.39 µM; recombinant PAFAH1B3, FP-rhodamine probe, fluorescence polarization; Q15102;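 active = inhibition above the screen-wide average of all tested compounds plus 3 SD, cut at about 25% in these data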;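 note: 0% = enzyme with DMSO only and 100% = wells lacking PAFAH1B3 protein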
pPAFAH inh: inhibitors of human plasma PAF acetylhydrolase (pPAFAH) | Q13093 | recombinant pPAFAH, FP-rhodamine probe fluorescence polarization | inhibition, % at 3.39 µM | 330,000 tested, 1.5% active;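 active = inhibition above the mean inhibition across the screen plus 3 SD, cut at about 25% in these data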;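 note: inhibitors block binding of the rhodamine activity-based probe so polarization drops; 0% = enzyme with DMSO and 100% = wells lacking pPAFAH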
Starred values were filed as active, the others as inactive; · = no result given. A portion of the library; the hit share may differ from the screen's.

Structure,LYPLA2 counter,PAFAH1B2 FP inh,PREPL inh,PAD4 inh,PAFAH2 FP inh,GSTO1 counter,LYPLA1 counter,PAFAH1B3 inh,pPAFAH inh
Cn1c(CNC(=O)OC(C)(C)C)nnc1SCc1c(Cl)cccc1Cl,2,1,4,6,4,17,3,-7,1
O=C(NCc1csc2ccc(Cl)cc12)Nc1cccc2ccccc12,3,2,-12,-4,2,5,1,7,-2
COC(=O)c1sccc1NC(=O)Nc1cccc(C(C)=O)c1,6,3,3,0,6,1,2,16,1
Cc1ccc(C2=C/C(=C/c3cccnc3)C(=O)O2)c(C)c1,-1,2,-1,-4,1,8,-2,3,5
Cc1cccc(C(=O)NCC(=O)N2CCN(c3ccccn3)CC2)c1,·,1,8,2,16,·,·,4,6
CC(C)Cn1cnc2c1c(=O)n(CC(=O)NN)c(=O)n2Cc1ccccc1,-9,8,13,-3,-2,-1,-5,5,5
CCC(=O)N1CCc2cc(S(=O)(=O)CCC(=O)Nc3ccc(CC)cc3)ccc21,1,2,12,0,1,-3,-6,3,6
Cc1nc2scc(-c3ccc(Cl)cc3)c2c(=O)n1N,0,-5,-5,-4,-1,-2,-2,-2,4
CCn1c(SCC(=O)Nc2ccc(OC)cc2OC)nc2nc3c(cc2c1=O)COC(C)(C)C3,5,10,4,-4,-3,2,2,1,4
COc1ccc(CCCc2nnc(SCC(=O)N/N=C\c3ccc(O)c(OC)c3)o2)cc1C,2,9,8,0,7,1,-1,0,9
CC(C)(C)C1CCC(OCC(O)CN2CCN(c3ccccc3)CC2)CC1 (centres undefined),-3,-3,-11,1,4,3,0,0,2
Cc1cc(C)cc(C(=O)NC(=S)Nc2ccc3c(c2)OCCO3)c1,-14,-1,1,-5,4,-8,-6,-5,-2
COc1ccc(OC)c(C(=O)/C=C/c2ccccc2C(F)(F)F)c1,10,-2,-8,-7,0,-3,-2,8,23
CC1Cc2ccccc2N1C(=O)Cn1cnc2ccccc21 (centres undefined),0,3,9,3,7,2,0,4,2
CCN(CC)CCNc1nc(-c2ccc(OC)cc2)c(-c2ccc(OC)cc2)s1,3,6,37,-5,0,12,1,11,2

Following part
Structure,LYPLA2 counter,PAFAH1B2 FP inh,PREPL inh,PAD4 inh,PAFAH2 FP inh,GSTO1 counter,LYPLA1 counter,PAFAH1B3 inh,pPAFAH inh
O=C(CC(Cc1ccccc1)C(=O)O)NCCc1ccc2c(c1)OCO2 (centres undefined),6,17,7,-5,1,1,-4,-6,-12
C=CCn1c(SCc2nc3sc4c(c3c(=O)[nH]2)CCCC4)nc2ccccc2c1=O,-13,-1,-7,-6,3,-3,-2,-8,7
COc1ccccc1C/C(N)=N/OC(=O)COc1cccc2ccccc12,-7,-3,-23,1,-5,6,-5,4,-2
COc1nc(N(C)C)nc(N2CC(=O)N(CCNS(=O)(=O)c3ccc(C)cc3)C2=N)n1,-2,3,9,4,-2,-1,-7,1,-4
CCN1CCN(C(=O)C2CCN(C(=O)Nc3ccccc3)CC2)CC1,-2,9,22,5,-2,·,-2,10,-1
Cc1ccc(C)c(N(C)C(=O)c2cc3c(=O)[nH]c4ccc(C)cc4c3s2)c1,-2,2,-6,-1,-3,3,-1,6,3
O=C1CN(C(=O)NCC(=O)N2CCCC2)c2ccccc2N1,-7,8,13,-2,2,-4,-4,5,1
O=C1CCCc2cc(S(=O)(=O)N3CCC(C(=O)NCc4ccccc4)CC3)ccc2N1,0,-10,16,3,2,-2,-6,-9,-3
COc1cc(-c2noc(-c3cccs3)n2)cc(OC)c1OC,-2,3,-20,-1,4,5,-3,4,3
COc1ccc(/C=C/C(=O)Nc2ccc(S(=O)(=O)Nc3cc(C)nc(C)n3)cc2)cc1OC,-3,3,3,4,-5,-4,-2,-1,-4
CCC(CC)N1CCN(C(=O)c2cccc(Cl)c2)CC1,-10,2,-5,1,-2,-1,-2,4,2
COc1ccc(Nc2nc(Cl)nc(N3CCN(c4ccc(OC)cc4)CC3)n2)cc1,2,·,11,0,·,7,-2,·,-2
Cn1cncc1C(=O)c1ccccc1,-6,6,3,3,6,5,4,8,0
CC(C)Sc1nc(-c2ccccc2)cc(=O)[nH]1,2,2,-9,3,3,2,-1,-3,1
CCOC(=O)N1CCC(NC(=O)CSCc2nc(-c3ccc(OC)cc3)oc2C)CC1,-5,0,3,1,-1,-2,-1,2,5

Further structures follow:
Structure,LYPLA2 counter,PAFAH1B2 FP inh,PREPL inh,PAD4 inh,PAFAH2 FP inh,GSTO1 counter,LYPLA1 counter,PAFAH1B3 inh,pPAFAH inh
CCOc1cc(C2CC(=O)NC3=C2C(=O)C(C(=O)OC)C(C)C3)cc(Br)c1O (centres undefined),12,4,-13,-2,7,4,1,4,4
CC(=O)Nc1cccc(/C(C)=N/NC(=O)c2ccc(CN3CCOCC3)cc2)c1,-3,7,4,1,0,6,0,1,3
Cc1ccc(NC(=O)CSc2nccc(=O)[nH]2)c(S(=O)(=O)N2CCOCC2)c1,-10,2,-3,-4,4,6,-4,3,0
Cc1sc2ncnc(OCC(=O)c3ccc(S(=O)(=O)N4CCCC4)cc3)c2c1C,28*,4,26,-9,-3,2,-8,1,-5
Nc1nc2ccccc2cc1S(=O)(=O)c1ccccc1,8,8,-1,6,-2,5,3,-2,4
COc1ccc(NC(=O)NCc2ccccn2)cc1OC,-1,0,2,5,-2,5,2,-2,7
O=C(O)/C=C/C(=O)Nc1ccc(Cl)cc1C(=O)c1ccccc1,2,2,13,1,-1,13,3,3,-3
CCC1=NN2C(=N)/C(=C/c3cc(C)n(Cc4ccccc4)c3C)C(=O)N=C2S1,2,15,1,-5,-6,-67,0,1,18
COc1ccc(C(=S)N2CCOCC2)cc1OC(=O)c1cccc([N+](=O)[O-])c1,2,5,17,7,-3,4,-4,-2,4
COc1ccc(C2C(C(C)=O)=C(O)C(=O)N2c2ccccn2)cc1 (centres undefined),8,0,-10,-8,6,-4,4,14,4
CCC(=O)N1CCc2cc(Br)cc(S(=O)(=O)NC3CCN(Cc4ccccc4)CC3)c21,-2,3,5,1,-2,7,-3,-2,-1
COc1ccc(N2CCN(S(=O)(=O)CCNC(=O)c3ccc(Br)o3)CC2)cc1,7,-3,-12,1,-9,5,0,10,3
CCCN(CCC)C(=O)CCSCCC(=O)N(CCC)CCC,-2,7,2,-3,1,5,-3,5,5
CC(OC(=O)c1ccccc1NCCO)C(=O)NC1CCCCC1C (centres undefined),-4,1,4,0,5,5,-2,2,2
NS(=O)(=O)c1ccc(CNC(=O)C(Cc2ccccc2)NS(=O)(=O)c2ccccc2F)cc1 (centres undefined),-3,16,-3,-3,-2,-1,4,7,9

The list goes on:
Structure,LYPLA2 counter,PAFAH1B2 FP inh,PREPL inh,PAD4 inh,PAFAH2 FP inh,GSTO1 counter,LYPLA1 counter,PAFAH1B3 inh,pPAFAH inh
O=C(CN1C(=O)C2CCCCC2C1=O)N1CCN(c2ccc(F)cc2)CC1 (centres undefined),-2,4,13,-9,10,6,-1,8,0
c1ccc(-c2cnc(CN3CCN(c4ccccc4)CC3)o2)cc1,3,1,9,-1,-16,-3,-2,-4,5
N#CCSc1nc(-c2ccccc2)c2cc(Cl)ccc2n1,4,5,14,-1,2,2,-3,5,-5
CCOC(=O)CSc1nnc(CNC(=O)c2ccc(S(=O)(=O)N(C)C)cc2)n1C,6,-9,19,6,6,8,1,1,-3
COc1ccc(-n2c(C)nn(CCOc3ccccc3)c2=O)cc1,4,-2,7,4,-2,22,2,1,1
C[C@H](NC(=O)C1CC(=O)N(c2ccc3c(c2)OCCO3)C1)C(=O)N1CCC(C(=O)O)CC1 (some centres undefined),-1,-3,7,3,3,2,2,1,-1
N#C/C(=C\c1ccc(N2CCOCC2)o1)C(=O)NCCc1ccccc1,5,5,27,-4,11,0,1,6,7
Cc1ccc(OCC(O)CN2CCN(c3ccccc3)CC2)cc1 (centres undefined),13,3,3,3,-3,8,2,-8,1
O=C(NC(=S)NCc1ccccc1Cl)c1cccs1,·,-6,16,0,-1,·,·,0,27*
Cc1ccccc1Nc1cc(C(=O)NCC2CCCO2)c2ccccc2n1 (centres undefined),-6,-1,-5,3,-1,-5,-2,1,4
CC1=Nc2ccccc2/C1=C\c1nc(-c2ccccc2)oc1O,-15,-2,25,-6,-2,-5,-8,-2,12
COc1cc(C2CC(=O)NC(SCC(=O)Nc3ccccc3C)=C2C#N)ccc1O (centres undefined),-6,-2,22,-6,3,1,0,2,4
COc1ccc(-c2nc(CN3CCCC(C(=O)NC4CCCC4)C3)c(C)o2)cc1 (centres undefined),-6,-1,12,-5,-3,-3,-4,2,1
Cc1ccc(NC(=O)CN2C(=O)c3ccccc3C2=O)nc1,3,·,-4,-3,·,-1,1,·,-4
CC1(C)CC2(CC(c3ccccc3F)c3cc(Cl)c(O)cc3O2)NC(=S)N1 (centres undefined),-2,1,-2,-4,2,-5,-1,-4,2

Further entries:
Structure,LYPLA2 counter,PAFAH1B2 FP inh,PREPL inh,PAD4 inh,PAFAH2 FP inh,GSTO1 counter,LYPLA1 counter,PAFAH1B3 inh,pPAFAH inh
N#Cc1ccccc1S(=O)(=O)N1CCN(C(=O)c2cc(=O)[nH]c3ccccc23)CC1,-3,1,17,3,5,·,0,4,-5
Cc1nnc(SCC(=O)Nc2nc(-c3ccc(F)cc3)cs2)[nH]c1=O,-1,30*,-1,0,2,-6,13,5,6
COCCCn1nnnc1SCC(=O)Nc1nc(C)c(C)s1,5,2,-4,-2,2,5,3,1,1
CC(C)NC(=O)CCCN1C(=O)c2ccccc2Sc2ncccc21,10,0,16,3,-6,-2,0,2,8
COC(=O)c1ccc2ccccc2n1,-3,·,-1,-7,·,-4,-1,·,3
Cc1onc(-c2ccccc2)c1C(=O)NC(=S)NNC(=O)c1ccc(O)cc1O,3,4,17,-1,2,12,2,17,4
Nc1nn(-c2ccccc2)c(N)c1N=Nc1ccccc1,0,2,51*,-8,3,-6,-5,6,2
CC1(C)CC(=O)C2=C(C1)OC(N)=C(C#N)C2C#Cc1ccccc1 (centres undefined),4,0,0,3,6,35*,2,-1,3
CN(CC(=O)NCC1CCCCC1)CC(=O)Nc1ccc(F)cc1,1,2,1,0,-4,·,-2,6,-1
CC(=O)Nc1cccc(NC(=O)c2cc([N+](=O)[O-])ccc2N2CCCCC2)c1,-7,-3,8,0,-3,·,-5,7,4
COCCCn1c2nc3ccccc3nc2c2c(=O)n(Cc3cccs3)cnc21,9,·,10,0,·,6,1,·,3
O=C(CSc1nccn1Cc1ccco1)Nc1ccccc1F,6,-1,-8,3,-5,6,-4,4,5
Cc1ccc(C(=O)Nc2ccccc2Oc2ccccc2)cc1[N+](=O)[O-],4,4,2,-2,1,-5,-2,2,3
CCCCNC(=O)Cn1nc(C)c(S(=O)(=O)N2CCOCC2)c1C,7,-3,14,-2,-3,·,1,5,2
O=C(COc1ccc2c(c1)OCO2)NCc1cccs1,·,0,3,-3,3,·,·,-1,5

(further entries)
Structure,LYPLA2 counter,PAFAH1B2 FP inh,PREPL inh,PAD4 inh,PAFAH2 FP inh,GSTO1 counter,LYPLA1 counter,PAFAH1B3 inh,pPAFAH inh
O=C(Nc1ccccc1C(=O)NCCc1ccccc1)c1cnccn1,-9,10,-8,-4,32*,-7,-6,11,0
O=C(Nc1ccc2c(c1)OCCO2)c1c(F)cccc1F,4,-1,5,-1,-9,1,2,-2,2
Fc1ccc(Nc2nc(Oc3ccc4c(c3)OCO4)nc(N3CCOCC3)n2)c(F)c1,6,-4,-6,-4,4,8,4,-5,3
CCOC(=O)CSc1nnc(CNC(=O)c2ccc(S(=O)(=O)N3CCCCC3)cc2)n1C,2,5,2,-1,0,1,5,6,2
N#Cc1nc(-c2ccco2)oc1N1CCN(C(c2ccccc2)c2ccccc2)CC1,-2,-3,-1,-8,-10,-2,1,-3,2
